Assay outcomes deposited in PubChem by Emory University Molecular Libraries Screening Center.
14-3-3g Raf – modulators of human 14-3-3 gamma - Raf peptide interaction; FP, 14-3-3gamma / TMR-pS259-Raf peptide binding; 0.19% of 160,000 active; AID 422; inhibition, % at 40 µM; in the data active means inhibition above about 30%;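 further: 0% = protein plus tracer without compound and 100% = blank with tracer alone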
Target sequence (P61981 whole entry, looked up): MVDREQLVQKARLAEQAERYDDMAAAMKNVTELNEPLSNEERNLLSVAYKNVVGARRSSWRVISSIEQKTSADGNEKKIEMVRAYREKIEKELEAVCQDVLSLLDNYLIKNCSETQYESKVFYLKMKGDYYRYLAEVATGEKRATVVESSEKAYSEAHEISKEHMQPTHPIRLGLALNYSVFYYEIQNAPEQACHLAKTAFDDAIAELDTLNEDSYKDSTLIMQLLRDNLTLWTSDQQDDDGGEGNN
* marks the source's active call; other numbers are inactive results; & = joins results of further samples.

14-3-3g Raf,canonical_smiles
-14,C=CCOc1ccc2c(C)cc(=O)oc2c1C(=O)c1ccccc1
-17,CC(C)(C)c1cc(O)c2oc(=O)c(-c3nc4ccccc4s3)cc2c1
-8,O=C(C1CCC1)N1CCc2cc(S(=O)(=O)NCCN3CCN(c4ccccc4)CC3)ccc21
3,Cc1ccc2nc(-c3cccs3)c(Nc3ccc4c(c3)OCO4)n2c1
-2,O=[N+]([O-])c1cc2c(cc1C=Nc1ccc(-c3ccc(N=Cc4cc5c(cc4[N+](=O)[O-])OCO5)cc3)cc1)OCO2
-3,CCn1cc(SCC(=O)Nc2cc(C(F)(F)F)ccc2Cl)c2ccccc21
0,Cc1csc(SCc2ccccc2C(=O)O)n1
1,O=C(NCC(=O)N(c1cccc(F)c1)C(C(=O)NCC1CCCO1)c1ccccc1)c1ccco1 (stereo unspecified)
-1,COC(=O)c1c(NC(=O)c2ccc(S(=O)(=O)N3CCOCC3)cc2)sc2c1CC(C)(C)NC2(C)C
-7,CCOc1ccc(N2C(=O)C3C(c4ccccc4C)NN(C(=O)c4cccc(Br)c4)C3C2=O)cc1 (stereo unspecified)
-5,COc1ccc(Nc2c(-c3ccc(C)o3)nc3ccc(Cl)cn23)cc1
7,CC1CCCC(NC(=O)c2cc(-c3ccccc3)nc3ccccc23)C1C (stereo unspecified)
17,CSc1nnc2c(n1)OC(c1ccc(Cl)cc1)Nc1ccccc1-2 (stereo unspecified)
-2,CCOc1ccc(C2C3=C(CC(C)(C)CC3=O)NC3=C2C(=O)CC(C)(C)C3)cc1Br
-7,CC(C)Cc1cc(C(=O)Nc2ccc(F)cc2F)no1
-10,CCOc1ccccc1OCCCC(=O)N1CCN(S(=O)(=O)c2cccc(F)c2)CC1
-7,N#Cc1c(N2CCN(C(=O)c3ccccc3)CC2)nc(-c2ccccc2)c2c1CCCC2
-2,CCCCOC(=O)CCc1nc2ccccc2[nH]c1=O
-3,CCOC(=O)c1[nH]c2ccc(OC)cc2c1NC(=O)CCN1CCCC(C)C1 (stereo unspecified)
4,Cc1ccccc1OCCSc1nc2ccccc2c(=O)[nH]1
-10,CCCCn1c(=S)[nH]c2ccc(F)cc2c1=O
-2,CCOC(=O)c1cccc(NC(=O)c2cc3sccc3n2C)c1
-2,CCN1CCN(CC(=O)NC2CCCC2)C(=O)C1=O
-1&-7,Cn1c(NCCCO)nc2c(c1=O)C1(CCCCC1)Cc1ccccc1-2

5 entries out of the list above, arranged by the value under 14-3-3g Raf, descending.
14-3-3g Raf,canonical_smiles
17,CSc1nnc2c(n1)OC(c1ccc(Cl)cc1)Nc1ccccc1-2 (stereo unspecified)
7,CC1CCCC(NC(=O)c2cc(-c3ccccc3)nc3ccccc23)C1C (stereo unspecified)
-2,CCCCOC(=O)CCc1nc2ccccc2[nH]c1=O
-7,CCOc1ccc(N2C(=O)C3C(c4ccccc4C)NN(C(=O)c4cccc(Br)c4)C3C2=O)cc1 (stereo unspecified)
-17,CC(C)(C)c1cc(O)c2oc(=O)c(-c3nc4ccccc4s3)cc2c1

Later entries:
14-3-3g Raf,canonical_smiles
-1,O=C(CN(C(=O)CNC(=O)c1ccco1)c1ccc(Cl)c(Cl)c1)NC1CCCCC1
2,COc1cccc(CNc2ccc(N3CCOCC3)c(Cl)c2)c1OCc1ccccc1F
-2,CCC(=O)c1ccc(OCc2ccc(C(=O)OC)o2)c(OC)c1
-8,CCOc1ccc(C2=Nn3cnnc3SC2)cc1
-2,C=CCc1ccc(OCC(O)COCC)c(OC)c1 (stereo unspecified)
1,Cc1ccc(-c2cc(-c3cc(Cl)ccc3O)on2)cc1
5,Cc1nnc(N2C(=O)C(O)=C(C(=O)c3cccs3)C2c2ccc(F)cc2)s1 (stereo unspecified)
-7,CCc1ccccc1NC(=O)C1CCCN(S(=O)(=O)c2cccs2)C1 (stereo unspecified)
-26,CCOc1ccc(C(=O)Nc2ccc3oc(-c4cccnc4)nc3c2)cc1Br
-9,Cc1ccc(C(C)C)c(OCc2nnc(SCC(=O)Nc3nccs3)n2C)c1
11,COc1ccc(C2C(C(=O)c3cccs3)=C(O)C(=O)N2CCN(C)C)cc1 (stereo unspecified)
-17,O=C(CSc1nc2ccc(Cl)cc2[nH]1)NCc1ccco1
-19,Cc1cc(C(=O)N2CCc3ccccc32)c2cc(F)ccc2n1
1,O=C1c2cccc3cccc(c23)C(=O)N1CCNCCO
-15,Cc1occc1-c1nnc(SCC(=O)c2ccccc2)n1CC1CCCO1 (stereo unspecified)
-4,COc1ccc(-c2noc(C3CCCN(S(=O)(=O)c4ccc(C)c(Cl)c4)C3)n2)cc1OC (stereo unspecified)
-2,CCc1ccccc1NS(=O)(=O)c1ccc2[nH]c(=O)c(=O)[nH]c2c1
-40,O=C(O)c1cc2c3c(c1)C1C=CCC1C(c1ccc(F)cc1)N3CC1CC=CC21 (stereo unspecified)
-7,CCCCN(CCCC)c1c([N+](=O)[O-])c(=O)oc2ccccc12
-2,Cc1c(NS(=O)(=O)c2ccc3c(c2)C(=O)c2ccccc2C3=O)c(=O)n(-c2ccccc2)n1C
-3,CC(C)(C)NC(=O)c1nn2c(C(F)(F)F)cc(-c3ccccc3)nc2c1Cl
5,CC(=O)N1CCN(c2ccc(NC(=O)c3ccc([N+](=O)[O-])cc3)cc2)CC1
2,Cc1nonc1CNCc1ccccc1
-12,Cc1ccc(NC(=O)CCC(=O)O)c(Br)c1
-17,CC(C)(C)c1ccc(S(=O)(=O)N2CCCC2C(=O)O)cc1 (stereo unspecified)
-11,CC1CN(c2nc3ccc([N+](=O)[O-])cc3s2)CC(C)O1 (stereo unspecified)
-3,COC(=O)CSc1nnc(-c2ccc(OC)cc2)o1
-2,O=C(CCCn1c(=S)[nH]c2cc3c(cc2c1=O)OCO3)NCCc1ccccc1
-3,O=C(CN1CCC2(CC1)OCCO2)c1ccc2cc[nH]c2c1
0,COc1cccc(C2NC(=O)NC(C)=C2C(=O)Nc2cccc(Cl)c2)c1OC (stereo unspecified)
-7,Cc1cc(C)cc(N2CN=C3SCC(=O)N3C2)c1
0,COC(=O)c1ccccc1NC(=O)CN1CCC(C(=O)c2ccc3c(c2)OCCO3)CC1
0,COc1cc(C2C(C(=O)OCC3CCCO3)=C(C)NC3=C2C(=O)CCC3)cc(Cl)c1O (stereo unspecified)
-8&-7,C=CC(=C)CC(NC)c1ccccc1 (stereo unspecified)
-8,CCOC(=O)c1nc(S(C)(=O)=O)ncc1N1CCOCC1
3,O=c1ccc(Cl)c[nH]1

Gathered by group: the entries above containing a tert-butyl group
14-3-3g Raf,canonical_smiles
-17,CC(C)(C)c1cc(O)c2oc(=O)c(-c3nc4ccccc4s3)cc2c1
-3,CC(C)(C)NC(=O)c1nn2c(C(F)(F)F)cc(-c3ccccc3)nc2c1Cl
-17,CC(C)(C)c1ccc(S(=O)(=O)N2CCCC2C(=O)O)cc1 (stereo unspecified)

The list continues:
14-3-3g Raf,canonical_smiles
-2,CCC(=O)Oc1ccc(C2Oc3nc(SC)nnc3-c3ccccc3N2C(=O)CC)cc1 (stereo unspecified)
2,CCOc1ccc(C2C(C(=O)OCc3ccccc3)=C(C)N=C3SCCC(=O)N32)cc1 (stereo unspecified)
-45,CCOC(=O)C1=C(C)NC(C)=C(C(=O)OCC)C1c1ccc(OC)c(O)c1
6,Cc1ccc(NS(=O)(=O)c2ccc(N)cc2)nc1
2,O=C(c1ccco1)N(Cc1ccccc1)c1cccc([N+](=O)[O-])c1
-3,COc1ccc(-n2c(=S)[nH]c3cc(C(=O)NCc4ccc(Cl)cc4)ccc3c2=O)c(OC)c1
0,Cc1c(C(=O)NC2CCCCCC2)sc2ncnc(N(C)c3ccccc3)c12
-3,COc1ccc(NC(=O)CSc2nccn2-c2cccc(OC)c2)cc1
0,O=C(COC(=O)c1ccc(=O)n(Cc2ccccc2)n1)Nc1ccc2c(c1)OCCO2
-2,CCN1CCc2c(C#N)c(N3CCOCC3)nc(NCCO)c2C1
3,COc1cccc2c1OC1(C)CC2NC(=O)N1c1cccc(C(=O)N(C)Cc2ccccc2)c1 (stereo unspecified)
1,O=C(NC1CCCC1)C(c1ccc(O)cc1)N(CC1CCCO1)C(=O)C1COc2ccccc2O1 (stereo unspecified)
2,Clc1ccc(-c2nc(N3CCN(Cc4ccccc4)CC3)c3ccccc3n2)cc1
-73,O=C(Nc1cc(Oc2ccc(F)cc2)cc([N+](=O)[O-])c1)c1cc2nc(-c3ccco3)cc(C(F)(F)F)n2n1
-2,CCC(=O)N(CC)c1nc(-c2ccc(OC)cc2)cs1
-3,COc1ccc(/C(O)=C2/C(=O)C(=O)N(CCN(C)C)C2c2ccccc2)cc1Cl (stereo unspecified)
1,COc1cc(CN2CCCC(C(=O)N3CCCCCC3)C2)ccc1OCc1ccccc1 (stereo unspecified)
-7,CC1=C(C)CC2C(=O)N(c3ccc(C(C)C)cc3)C(=O)C2C1 (stereo unspecified)
1,CNC(=O)c1ccc(S(=O)(=O)c2ccc(Cl)cc2)c(NC(C)=O)c1
-4,O=C(CSc1nc(-c2cccs2)cc(C(F)(F)F)n1)N1CCCCC1
-4,O=C1CC(c2cccs2)CC2=C1C(c1ccsc1)Nc1ccccc1N2 (stereo unspecified)
-2,Cc1ccc(S(=O)(=O)Nc2cc(C)on2)cc1
-1,Cc1ccc2oc(=O)n(CCOc3ccccc3Cl)c2c1
1,COc1cccc(-c2nc(S(=O)(=O)c3ccc(Cl)cc3)c(NCc3ccccc3)o2)c1
-6,COc1ccc(C(=O)N=c2sc3c4ccccc4ccc3n2C)c(OC)c1
-4&7,COCCNC(=O)c1ccc(N2CCCCC2)c(NS(=O)(=O)c2ccc(C)cc2)c1
-51,C=CCSc1nnc2c(n1)OC(c1ccc(C(=O)OC)cc1)Nc1ccccc1-2 (stereo unspecified)
3,COc1ccc(S(=O)(=O)N2CCCC2C(=O)Nn2cnnc2)cc1 (stereo unspecified)
-3,COC(=O)Cc1c(C)nc2nc(NCc3c(F)cccc3Cl)[nH]n2c1=O
-4,O=C(NC1CCN(Cc2ccccc2)CC1)C1CCN(S(=O)(=O)c2cccc3nsnc23)CC1
4,COc1cc(C(=O)Nc2nc(OC)c(-c3ccccc3)c(OC)n2)cc(OC)c1OC
-2,O=C(NCc1ccco1)C1CCCCN1S(=O)(=O)c1ccc(F)cc1 (stereo unspecified)
19,CC1=CCC(C(=O)Nc2ccccc2)C(c2ccc(Br)cc2)C1 (stereo unspecified)
-5,O=C1CCCC2=C1C(c1ccc(-c3ccccc3)cc1)C1=C(CCCC1=O)O2
4,CCOC(=O)CSCC(=O)N1N=C(c2ccc(Br)cc2)CC1c1ccc(F)cc1 (stereo unspecified)
-12,Cc1ccc(C(=O)/C=C/Nc2ccccc2C(N)=O)o1
-21,CCOCCCNc1c(Cc2ccccc2)c(C)c(C#N)c2nc3ccccc3n12
-23,COc1ccc(-c2cc(=Nc3cccc([N+](=O)[O-])c3)c3cc(O)ccc3o2)cc1
2,COc1ccccc1C1C(Oc2ccccc2C)C(=O)N1c1cccc([N+](=O)[O-])c1 (stereo unspecified)
5&-4,O=C(NCc1ccco1)c1c[nH]c2ccc(S(=O)(=O)N3CCOCC3)cc2c1=O
-4,Cc1cc2c(c(Sc3ccccc3)n1)C(=O)OC2
-9,CS(=O)(=O)N1CCN(c2ccc([N+](=O)[O-])c(N3CCOCC3)c2)CC1
-5,COc1ccccc1N1CCN(C(=O)CCC(=O)Nc2ccc3nc(N4CC(C)CC(C)C4)cc(C)c3c2)CC1 (stereo unspecified)
-9,O=C(CC1Sc2ccc(C(F)(F)F)cc2NC1=O)Nc1cccc(C(F)(F)F)c1 (stereo unspecified)
4&5,COc1ccc(OCC(O)Cn2c(Nc3ccccc3)nc3c2c(=O)n(C)c(=O)n3C)cc1 (stereo unspecified)
-5,CCc1ccc(N=Cc2cc(OC)ccc2O)cc1
-2,O=C(CCc1ccc(S(=O)(=O)N2CCOCC2)cc1)NCCCN1CCCC1=O
-5,CCOc1ccc(NC(=O)C2CCC(N3C(=O)C4CC=CCC4C3=O)CC2)cc1 (stereo unspecified)
-5,CCCc1nc2ccccc2c(=O)n1/N=C/c1ccc(O)c(O)c1
-1,CC1=C(C(=O)OC(C)C)C(c2cccs2)C2=C(CC(c3ccccc3)CC2=O)N1 (stereo unspecified)
-3,O=[N+]([O-])c1c(Sc2ncnc3ccccc23)ccc2nsnc12
-3,NS(=O)(=O)c1ccc(N2C(=O)C3CC=CCC3C2=O)cc1 (stereo unspecified)
-10,Cc1cccc(NC(=O)CSc2ncc(-c3ccc(Br)cc3)[nH]2)c1
-8,CCc1ccccc1N(C)C(=O)CCc1nc(-c2ccc(C)cc2)no1
-3,Cc1cc(Br)ccc1N=C1C(=O)Nc2ccccc21
-1,COC(=O)c1ccc(C=Nc2ccc3oc(-c4cccc(Br)c4)nc3c2)cc1
-7,CCOC(=O)c1cccc(NC(=O)c2nn(-c3ccc(C)cc3)c(=O)c3c2c2ccccc2n3C)c1
6,O=C1NCCN1Cc1cccc(Cl)c1
-5,CCc1ccc(-n2c(=O)c3c4c(sc3n(Cc3cc(=O)n5c(C)cccc5n3)c2=O)CCCC4)cc1
-11,Cc1ccc(C(=O)Nc2cccc(OC(=O)c3cccc(S(=O)(=O)N4CCC(C)CC4)c3)c2)cc1

5 records drawn at random from those above:
14-3-3g Raf,canonical_smiles
-45,CCOC(=O)C1=C(C)NC(C)=C(C(=O)OCC)C1c1ccc(OC)c(O)c1
-10,Cc1cccc(NC(=O)CSc2ncc(-c3ccc(Br)cc3)[nH]2)c1
-5,COc1ccccc1N1CCN(C(=O)CCC(=O)Nc2ccc3nc(N4CC(C)CC(C)C4)cc(C)c3c2)CC1 (stereo unspecified)
0,COC(=O)c1ccccc1NC(=O)CN1CCC(C(=O)c2ccc3c(c2)OCCO3)CC1
4,Cc1ccccc1OCCSc1nc2ccccc2c(=O)[nH]1

(listing goes on)
14-3-3g Raf,canonical_smiles
0,COc1ccc(NC(=O)C(F)(OC)C(F)(F)F)c(OC)c1 (stereo unspecified)
138*,O=C(O)CCCN1C(=O)c2cccc3c(O)ccc(c23)C1=O
-7,c1ccc(Nc2c3c(nc4ccccc24)CCC3)cc1
-241,Cc1cc(-c2ccccc2)[o+]c(-c2ccccc2)c1

Not all compounds are listed. The share of hits here may be higher or lower than overall.
